Compound activity (PubChem BioAssay)
Mcl-1 Bim block: inhibitors of Bim peptide binding to Mcl-1, primary screen, biochemical, bead-based flow cytometry, multiplex; Induced myeloid leukemia cell differentiation protein Mcl-1 (Homo sapiens), Q07820; Bim peptide-Mcl-1 binding; inhibition, % at 10 µM; actives 0.1% (n = 190,000); AID 1009, 2008;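 also: 0% = no compound tracer wells and 100% = peptide blocker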
Mcl1-Noxa inh: Mcl-1/Noxa binding inhibitors, primary screen, biochemical, TR-FRET, 1536-well; TR-FRET Mcl-1/Noxa peptide binding, 2 h; AID 1022, 2008; inhibition, % at 21.7 µM; actives 1.5% (n = 220,000); Induced myeloid leukemia cell differentiation protein Mcl-1 (Homo sapiens), Q07820;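 active = compounds that cut the protein-peptide binding signal by more than 50% relative to plate controls in a single-dose test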;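 also: His-tagged Mcl-1 with rhodamine Noxa BH3 peptide and terbium anti-His antibody; 0% = Mcl-1 plus Noxa peptide wells and 100% = peptide-only wells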
Bim-Bcl-W: inhibitors of Bim binding to Bcl-W, primary screen, biochemical, multiplexed, bead-based flow cytometry; Bcl-2-like protein 2 (Homo sapiens), Q92843; Bim peptide-Bcl-W binding; inhibition, % at 10 µM; actives 0.02% (n = 190,000);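 also: 0% = bound tracer without compound and 100% = peptide blocker; higher means less fluorescent Bim peptide bound to Bcl-W beads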
Target sequence (Q92843 whole entry, looked up): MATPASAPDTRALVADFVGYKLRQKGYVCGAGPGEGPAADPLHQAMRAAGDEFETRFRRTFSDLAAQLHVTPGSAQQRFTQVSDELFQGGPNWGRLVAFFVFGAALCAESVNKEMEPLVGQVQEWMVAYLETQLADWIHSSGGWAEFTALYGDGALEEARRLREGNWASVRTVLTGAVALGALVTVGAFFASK
RGS4-Gao reg: modulators of RGS4 binding to Galphao, primary screen, biochemical, multiplexed bead flow cytometry; Guanine nucleotide-binding protein G(o) subunit alpha (Homo sapiens), P09471; actives lie on both sides; binding response (% of control), % at 10 µM; actives 0.33% (n = 220,000); AID 1415, 2008; in the data active = binding response below about 49% or above about 150%; inactive = in between;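 also: fluorescent Galphao activated with aluminum fluoride binding bead-coupled RGS4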
Target sequence (P09471 whole entry, looked up): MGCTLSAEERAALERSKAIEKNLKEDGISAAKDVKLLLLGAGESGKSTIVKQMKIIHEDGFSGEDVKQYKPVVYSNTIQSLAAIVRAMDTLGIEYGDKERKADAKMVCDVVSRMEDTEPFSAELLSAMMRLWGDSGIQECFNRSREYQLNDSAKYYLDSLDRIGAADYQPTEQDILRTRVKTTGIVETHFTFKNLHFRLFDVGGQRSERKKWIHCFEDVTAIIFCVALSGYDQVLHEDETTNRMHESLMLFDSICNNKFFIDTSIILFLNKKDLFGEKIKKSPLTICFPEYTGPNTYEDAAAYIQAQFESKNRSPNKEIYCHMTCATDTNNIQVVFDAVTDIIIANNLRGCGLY
Bcl-XL Bim block: inhibitors of Bim-Bcl-XL binding, primary screen, biochemical, multiplexed, bead flow cytometry, human Bcl-XL; Bcl-2-like protein 1 (Homo sapiens), Q07817; AID 1007, 2008; inhibition, % at 10 µM; actives 0.04% (n = 190,000); Bim peptide-Bcl-XL binding, fluorescence
Mcl1-Bid inh: Mcl-1/Bid binding inhibitors, primary screen, biochemical, TR-FRET, 1536-well. Induced myeloid leukemia cell differentiation protein Mcl-1 (Homo sapiens), Q07820. TR-FRET Mcl-1/Bid-Dy647 peptide binding. AID 1021, 2008. inhibition, % at 21.7 µM. actives 0.97% (n = 220,000);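 active = compounds that cut the binding signal by more than half at the single screening dose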;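 also: His-tagged Mcl-1 with europium anti-His antibody binding Bid BH3 peptide; 0% = Mcl-1 plus peptide wells and 100% = peptide-only wells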
RGS8-Gao: RGS8-Galphao binding modulators, primary screen, biochemical, multiplexed bead flow cytometry | actives 0.34% (n = 220,000) | actives lie on both sides | response (percent of control binding), % at 10 µM | Guanine nucleotide-binding protein G(o) subunit alpha (Homo sapiens), P09471; in the data active = response below about 60% or above about 140%; inactive = in between;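 also: Galphao activated as the GDP aluminium fluoride complex binding bead-coupled RGS8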
Bim-Bcl-B: inhibitors of Bim-Bcl-B binding, primary screen, biochemical, multiplexed, human Bcl-2 family | bead-based flow cytometry, Bim peptide-Bcl-B binding | AID 951, 2007 | actives 0.073% (n = 190,000) | Bcl-2-like protein 10 (Homo sapiens), Q9HD36 | inhibition, % at 10 µM;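 also: 0% = tracer peptide without compound and 100% = reference inhibitor peptide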
Target sequence (Q9HD36 whole entry, looked up): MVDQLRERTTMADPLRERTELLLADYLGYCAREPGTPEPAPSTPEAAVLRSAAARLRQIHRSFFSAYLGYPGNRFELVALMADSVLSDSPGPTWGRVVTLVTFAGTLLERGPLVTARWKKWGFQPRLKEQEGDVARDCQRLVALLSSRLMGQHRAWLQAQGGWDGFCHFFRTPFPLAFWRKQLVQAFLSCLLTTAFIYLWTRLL
Bim-Bcl-2: inhibitors of Bim-Bcl-2 binding, primary screen, biochemical, multiplexed, human Bcl-2 family; actives 0.06% (n = 190,000); inhibition, % at 10 µM; Apoptosis regulator Bcl-2 (Homo sapiens), P10415; Bead-based flow cytometry, Bim peptide-Bcl-2 binding; in the data active = inhibition above about 40%; inconclusive = no clear call, values can overlap the other calls;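 also: 0% = no compound wells with probe peptide and 100% = reference peptide inhibitor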
Target sequence (P10415 whole entry, looked up): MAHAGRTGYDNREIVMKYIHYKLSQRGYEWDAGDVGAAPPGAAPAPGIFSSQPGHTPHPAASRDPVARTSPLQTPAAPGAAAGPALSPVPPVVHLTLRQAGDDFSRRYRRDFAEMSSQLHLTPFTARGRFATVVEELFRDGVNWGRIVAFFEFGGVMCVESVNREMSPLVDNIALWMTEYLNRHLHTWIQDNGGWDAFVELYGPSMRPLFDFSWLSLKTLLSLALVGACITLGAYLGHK
Bfl-1 Bim block: inhibitors of Bim binding to Bfl-1, primary screen, biochemical, multiplexed, bead-based flow cytometry; Bim-Bfl-1 binding inhibition; inhibition, % at 10 µM; actives 0.12% (n = 190,000); AID 1008, 2008;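 also: 0% = wells without compound plus tracer and 100% = blocker peptide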
RGS7-Gao reg: RGS7-Galphao binding modulators, primary screen, biochemical, multiplexed bead flow cytometry; Guanine nucleotide-binding protein G(o) subunit alpha (Homo sapiens), P09471; actives lie on both sides; binding response (% of control), % at 10 µM; actives 0.35% (n = 220,000); in the data active = binding response below about 49% or above about 150%; inconclusive = no clear call, values can overlap the other calls; inactive = in between;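 also: fluorescent Galphao held in activated GDP-AlF4 state binding bead-coupled RGS7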
An asterisk follows results filed as active; ? = inconclusive; · = no result given. Rule as the data show it, unless noted: active = inhibition above about 40%.

SMILES	Mcl-1 Bim block	Mcl1-Noxa inh	Bim-Bcl-W	RGS4-Gao reg	Bcl-XL Bim block	Mcl1-Bid inh	RGS8-Gao	Bim-Bcl-B	Bim-Bcl-2	Bfl-1 Bim block	RGS7-Gao reg
CC(C)CC(NC(=O)c1cccs1)c1nnc(SCc2ccc(Cl)c(Cl)c2)n1C (configuration not stated)	-4	14	-6	105	-9	12	105	-9	-5	-6	105
CSc1ccc(C(=O)C2CCCN(S(=O)(=O)N(C)C)C2)cc1 (configuration not stated)	1	1	-2	100	-2	8	93	-2	0	1	103
CC(=O)c1sc(-c2ccc(Cl)cc2)cc1N	·	3	·	89	·	56*	96	·	·	·	?
S=C(Nc1ccccc1)N1CCOCCOCCN(C(=S)Nc2ccccc2)CCOCCOCC1	·	-7	·	99	·	-42	102	·	·	·	?
CC(C)Cn1c(-c2ccccc2)nc(=S)c2c1CCCC2	0	14	-3	104	-5	-50	106	-2	-4	-1	103
CC(C)(C)c1ccc(-c2nnc3sc(-c4ccccn4)nn23)cc1	-11	-38	-6	101	-10	-33	97	-36	-9	7	117
Cc1cc(C)nc(Nc2ccc(C(=O)O)cc2)n1	0	12	6	99	-21	-15	100	-4	-4	-11	99
O=C(c1cccc(S(=O)(=O)N2CCOCC2)c1)N1CCCCCC1	1	7	0	100	-3	5	102	-5	-8	-12	99
O=C(c1ccc2c3c(cccc13)CC2)C1CCCN(C(=O)c2cc[n+]([O-])cc2)C1 (configuration not stated)	-1	12	-3	99	-3	2	98	-7	0	-6	96
Cc1nc2ccc(NC(=O)COc3ccccc3)cc2s1	1	2	0	104	0	-8	102	0	-1	-3	105
Cc1ccc(C(c2sc3ncnn3c2O)N2CC(C)CC(C)C2)cc1 (configuration not stated)	1	29	4	106	-1	8	103	-2	-5	-7	107
COc1ccc(CCC(=O)Nc2cccc(Cl)c2)cc1	-1	9	-2	104	-4	-2	101	-6	-5	-16	103
C/C(=N\N=C1/NC(=O)C(C)S1)c1ccc([N+](=O)[O-])cc1 (configuration not stated)	0	-3	-1	107	0	-8	104	-3	-3	-1	110
Cc1cccc(CSC2=NCCN2C(=O)c2ccc(S(=O)(=O)N(C)C)cc2)c1	0	-11	-2	130	0	-4	133	-12	-4	-7	128
CC1CN(S(=O)(=O)c2ccc(C(=O)O)cc2)CC(C)O1 (configuration not stated)	·	19	·	92	·	4	97	·	·	·	?
CCOC(=O)CSc1nc2sc3c(c2c(=O)[nH]1)CCCC3	-1	1	-4	106	-3	-15	102	-6	-6	-14	102
O=[N+]([O-])c1cccc(P(=O)(O)c2cccc([N+](=O)[O-])c2)c1	·	16	·	99	·	31	97	·	·	·	?
CCOC(=O)c1cccc(NC(=O)CSc2nnc(-c3cccnc3)n2C)c1	0	4	3	98	-1	-14	101	-6	-6	-10	96
CC(C)Sc1ccc([N+](=O)[O-])cc1C(=O)Nc1ccncc1	·	-12	·	106	·	-4	103	·	·	·	?
CCc1c(C#N)c(SCCC(=O)Nc2cccc(OC)c2)nc2c1C(=O)CC(C)(C)C2	-1	4	1	102	-4	10	101	-7	-11	-10	104
CSc1ncc(Cl)c(C(=O)Nc2nnc(SC/C=C/c3ccccc3)s2)n1	-4	10	0	105	-5	-10	107	-3	1	-2	99
S=C(NCCc1ccncc1)Nc1ccccc1	2	-60	-2	104	-2	-10	102	0	0	-3	?
NC(=O)CC1Nc2cccc3cccc(c23)NC1=O (configuration not stated)	-2	42	0	101	0	-105	102	3	4	5	96
CCCSc1nc2c(c(=O)[nH]c(=O)n2C)n1CCc1ccccc1	1	-4	0	103	-2	-13	101	-1	2	-8	104
O=C(NCc1ccccc1)c1ccc(C2SCC(=O)N2Cc2ccccc2)cc1 (configuration not stated)	-46	18	-42	103	-31	0	103	-45	-44	-35	103
CCOc1ccc(-n2c(SCC(N)=O)nc3c(c2=O)SCC3)cc1	-1	4	0	102	-3	-38	117	-1	2	-2	101
O=S(=O)(c1cccs1)n1cnc2ccccc21	-1	1	2	103	-3	-29	106	-3	-1	-12	94
O=C(OCc1c(Cl)cccc1Cl)c1ccccn1	-1	17	-2	97	-9	-10	99	-11	-6	-13	94
O=C(Cc1ccccc1[N+](=O)[O-])Nc1ccccc1C(=O)N1CCOCC1	0	-23	1	99	-2	-8	82	-6	0	-3	78
O=C(NN1C(=O)c2ccccc2NC1c1ccc([N+](=O)[O-])o1)c1ccccc1 (configuration not stated)	-1	5	0	101	2	-11	101	-2	1	-1	104
N#C/C(=C(/O)CN1CCN(c2ccccc2F)CC1)c1nc(-c2ccc(Cl)cc2)cs1	-2	-3	-2	101	-1	-31	101	-2	-4	-3	95
CC1CCCN(CC(=O)Nc2ccc(S(=O)(=O)NC3CCCCC3)cc2)C1 (configuration not stated)	0	-14	2	103	2	-20	103	-6	-7	-11	102
Cc1cccc(C)c1-n1c(=O)n(Cc2ccccc2)c(=O)c2[nH]cnc21	·	11	·	106	·	-16	102	·	·	·	?
O=C(Nc1cc(Cl)cc(Cl)c1)N1CCCN(Cc2ccccc2)CC1	·	3	·	102	·	-6	100	·	·	·	?
O=C(C1=C[C@H](c2ccccc2)C[C@H](OCCCCO)O1)N1CCN(Cc2ccccc2)CC1	-2	-18	-2	93	0	2	93	-3	-1	-4	88
O=C(CSc1nccn1-c1cccc(Cl)c1)Nc1ccc2c(c1)OCCO2	0	18	0	100	-5	-27	102	-2	-3	-12	103
O=c1c(Sc2ccccc2)c(C(F)(F)F)[nH]n1-c1ccccc1	-2	11	-1	106	2	22	98	-13	-15	-15	101
Cc1[nH]c2ccccc2c1C(=O)COc1ccccc1F	-4	20	-5	97	-4	15	100	-3	-1	-3	95
CCc1ccc2[nH]c(=O)c(CN(CCO)C(=O)NCc3ccccc3)cc2c1	-4	-4	-2	95	-5	5	90	-6	-3	-1	94
Cc1ccc(-c2[nH]nc3c2C(c2cccnc2)C(C#N)=C(N)O3)cc1 (configuration not stated)	-3	13	-4	105	-5	-70	101	-1	-2	-5	103
COc1cccc2oc(-c3ccco3)cc(=O)c12	0	13	0	98	-3	-15	101	0	1	0	100
CC1Cc2ccccc2N1C(=O)COC(=O)CCc1nc2ccccc2c(=O)[nH]1 (configuration not stated)	1	14	0	95	-1	-19	99	-1	-3	-3	102
O=C(Nc1ccccn1)c1ccc2nc(-c3ccccc3)c(-c3ccccc3)nc2c1	-2	5	-1	104	-1	13	103	-10	-1	-3	99
CCCCC(C(=O)OCC(=O)c1ccc(OC)cc1)N1C(=O)c2ccccc2C1=O (configuration not stated)	-1	-1	0	106	-2	18	105	-1	-1	0	102
CCOC(=O)/C(C#N)=C1/CCCCCN1C	2	18	5	103	0	-6	104	-3	-2	-8	102
Cc1ccc(/C=C/c2ccc(=O)n(Cc3ccc(Cl)cc3Cl)n2)cc1	-3	-36	-4	85	-5	8	83	-4	0	-4	92
COc1ccc(CCNC(=S)NC(=O)c2ccccc2)cc1OC	3	3	2	103	2	-30	108	4	1	2	99
O=P(O)(CN1CCCCCC1)CN1CCCCCC1	0	-6	-1	108	-1	-18	106	1	0	0	106
CN(C)c1nc2c(c(=O)[nH]c(=O)n2C)n1Cc1ccccc1Br	0	-15	0	104	-5	-16	103	-10	-6	-12	101
COc1ccc(C)c2sc(=NC(=O)c3ccccc3)n(C)c12	0	-5	0	80	-4	0	92	-5	-5	-10	99
O/N=C/c1ccccc1Oc1ccccc1	8	12	6	99	0	-1	97	1	1	0	102
CC/C(O)=N\S(=O)(=O)c1ccc(N=NN(C)C)cc1	4	7	0	99	0	4	102	1	4	1	104
O=C(CCCc1c[nH]c2ccccc12)N1CCN(c2ccc(N3CCOCC3)nn2)CC1	0	16	0	100	-5	-42	100	-4	-5	-12	99
COc1cccc(NC(=O)c2oc3ccccc3c2NC(C)=O)c1	-2	-1	0	99	0	-3	101	-3	0	-1	97
Cc1ccncc1C(N)=O	·	-3	·	104	·	-2	101	·	·	·	?
Cc1cccnc1Nc1nc(-c2ccccn2)cs1	-2	-87	0	96	-3	-35	100	-4	-4	-10	97
CCN(CC)S(=O)(=O)c1ccc(C(=O)Nc2nnc(COC)o2)cc1	-4	-10	-4	99	-7	4	97	-10	-5	-6	101
Cc1ccc(C2c3c(oc4ccccc4c3=O)C(=O)N2CCCN2CCOCC2)o1 (configuration not stated)	0	8	1	112	-1	8	103	-4	-7	-7	109
Cc1ccc(C2CC(c3ccc(Cl)cc3)n3nc(N)nc3N2)cc1 (configuration not stated)	0	32	0	94	-3	0	97	0	-1	-2	94
Cc1cc(C)nc(NS(=O)(=O)c2ccc(NC(=O)Nc3ccccc3)cc2)n1	-20	8	-8	106	-9	-6	106	-1	-2	-1	107

Remaining list, next part
SMILES	Mcl-1 Bim block	Mcl1-Noxa inh	Bim-Bcl-W	RGS4-Gao reg	Bcl-XL Bim block	Mcl1-Bid inh	RGS8-Gao	Bim-Bcl-B	Bim-Bcl-2	Bfl-1 Bim block	RGS7-Gao reg
Cn1nc(-c2ccc(N3CCOCC3)c(NS(=O)(=O)c3ccc(Cl)cc3)c2)c2ccccc2c1=O	0	-20	-2	104	-5	-37	99	-2	-3	0	102
Cc1ccccc1NS(=O)(=O)c1cc(S(C)(=O)=O)ccc1Cl	-1	11	-1	103	-5	-6	104	-7	-9	-10	111
Cc1cccc(Nc2nnc(SCC(=O)Nc3ccccc3[N+](=O)[O-])s2)c1	21	16	20	91	30	-1	92	21	7	16	97
CCOC(=O)Cn1c(CN2CCOCC2)nc2c1c(=O)[nH]c(=O)n2C	-3	-2	-8	102	-8	-10	99	-9	-10	-10	103
Cc1ccccc1C(=O)Nc1ccccc1	-2	-9	-2	100	-2	-5	99	-9	-12	-15	104
CCOC(=O)C1(Cc2ccccc2)CCCN(C2CCCC2)C1 (configuration not stated)	0	5	0	104	0	8	104	-2	-5	-6	106
Cc1cc(C(C)(C)C)oc1C(=O)NCCCNC(=O)c1oc(C(C)(C)C)cc1C	3	-5	4	102	0	-9	103	6	3	5	101

Look-ups from the entries so far.
For Bim-Bcl-W, `Cc1ccccc1C(=O)Nc1ccccc1` is listed with -2
For Mcl1-Noxa inh, `CCOC(=O)Cn1c(CN2CCOCC2)nc2c1c(=O)[nH]c(=O)n2C` is listed with -2
